Pol eta inh: DNA polymerase eta (human) inhibition; AID 588591; 390,000 compounds, 1.2% hits; Potency, µM (top dose mostly 114 µM), without a hit: top-dose activity change, negative = inhibition, actives largely listed as inhibitors; recombinant Pol eta, fluorescent DNA replication assay; Q9Y253; note: % is set by controls: 0 for no effect and ±100 for the full control effect
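Pol eta (10 nM) was preincubated with compounds for 15 min at room temperature, after which fluorescent replication substrate (50 nM final) was added to start the reaction. Fluorescence was read kinetically at 0 and 10 min.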
POLK inh: inhibitors of human DNA polymerase kappa; Q9UBT6; purified Pol kappa, fluorescent DNA synthesis assay, 10 min; Potency, µM (doses to about 107 µM), inactives show at the highest dose activity, negative = inhibition, actives largely listed as inhibitors; 400,000 compounds, 0.53% hits; AID 588579; note: % is set by controls: 0 for no effect and ±100 for the full control effect
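50 nM final substrate added after 15 min RT preincubation of 10 nM Pol kappa with compound; fluorescence read at 0 and 10 min.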
POLI inh: blocks human DNA polymerase iota activity; Q9UNA4; Pol iota fluorescent replication assay, 10 min; Potency, µM (doses to about 115 µM), without a hit: at the top dose activity, negative = inhibition, hits mostly inhibitors; 390,000 compounds, 1% hits; AID 588590
Target sequence (Q9UNA4 whole entry, looked up): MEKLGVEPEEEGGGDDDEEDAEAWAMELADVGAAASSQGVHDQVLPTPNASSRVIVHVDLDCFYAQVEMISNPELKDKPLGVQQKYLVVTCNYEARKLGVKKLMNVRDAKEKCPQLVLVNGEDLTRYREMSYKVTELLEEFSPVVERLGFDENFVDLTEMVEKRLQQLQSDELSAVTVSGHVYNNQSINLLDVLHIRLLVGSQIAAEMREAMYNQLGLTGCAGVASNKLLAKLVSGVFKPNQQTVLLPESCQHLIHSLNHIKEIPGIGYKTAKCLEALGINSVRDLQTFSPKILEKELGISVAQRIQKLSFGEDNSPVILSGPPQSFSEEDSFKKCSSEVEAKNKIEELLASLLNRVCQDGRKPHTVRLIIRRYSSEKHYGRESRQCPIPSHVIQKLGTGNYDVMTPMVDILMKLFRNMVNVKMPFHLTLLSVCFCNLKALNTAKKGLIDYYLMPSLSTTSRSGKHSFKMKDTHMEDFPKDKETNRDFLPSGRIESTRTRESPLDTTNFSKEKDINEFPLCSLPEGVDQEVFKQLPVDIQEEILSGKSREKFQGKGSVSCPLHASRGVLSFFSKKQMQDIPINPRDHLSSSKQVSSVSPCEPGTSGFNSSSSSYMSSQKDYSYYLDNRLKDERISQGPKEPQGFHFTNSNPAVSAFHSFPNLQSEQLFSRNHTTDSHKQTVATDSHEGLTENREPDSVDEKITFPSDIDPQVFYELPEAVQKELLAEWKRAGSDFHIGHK
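Pol iota at 10 nM preincubated 15 min with compounds at room temperature; reaction started with fluorescent substrate, 50 nM final. Fluorescence read kinetically at 0 and 10 min; buffer-only wells as negative control.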
Anesthetic bind: binds horse apoferritin like a general anesthetic; P02791; apoferritin/1-aminoanthracene competitive binding, fluorescence; Potency, µM (top dose mostly 77.5 µM), inactives show at the highest dose activity change, negative = displacement, hits mostly inhibitors; 350,000 compounds, 0.074% hits; note: % is set by controls: 0 for no effect and ±100 for the full control effect; nearly all actives have a fitted effect of over 20% in size
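In PBS, apoferritin at 10 uM is loaded with 1-AMA from a 50% saturated solution. After 10 min of compound exposure at ambient temperature, reduced 535 nm fluorescence indicates probe displacement.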
APE1 inh: inhibitors of human APE1 endonuclease. P27695. recombinant APE1, TAMRA/BHQ-2 abasic DNA cleavage fluorescence. Potency, µM (top dose mostly 65.8 µM), for inactives: top-dose activity change, negative = inhibition, actives largely listed as inhibitors. 350,000 compounds, 0.35% hits. AID 2517;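 note: plate controls were vehicle for no effect and reference inhibitor for full effect; nearly all actives have a fitted effect of over 55% in size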
Target sequence (P27695 whole entry, looked up): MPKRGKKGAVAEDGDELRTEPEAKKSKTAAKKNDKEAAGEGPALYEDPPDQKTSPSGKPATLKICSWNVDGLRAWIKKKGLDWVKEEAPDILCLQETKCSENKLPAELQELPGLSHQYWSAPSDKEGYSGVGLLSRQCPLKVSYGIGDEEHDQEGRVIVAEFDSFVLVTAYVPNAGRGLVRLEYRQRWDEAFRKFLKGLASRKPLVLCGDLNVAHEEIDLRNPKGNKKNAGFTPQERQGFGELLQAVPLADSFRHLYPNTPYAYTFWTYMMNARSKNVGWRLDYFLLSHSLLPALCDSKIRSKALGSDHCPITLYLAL
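Quantitative HTS: incision of a TAMRA/BHQ-2 double-stranded substrate bearing a tetrahydrofuran abasic site by 0.75 nM APE1 raises fluorescence. Substrate 50 nM final, added after 15 min compound preincubation at room temperature; progress as third-minus-first kinetic read difference.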
BLM inh: blocks DNA unwinding by human BLM helicase; P54132; recombinant BLM DNA unwinding, fluorescence dequenching; Potency, µM (top dose mostly 56.1 µM), for inactives: at the highest dose activity change, negative = inhibition, actives largely listed as inhibitors; 350,000 compounds, 0.2% hits;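 note: plate controls were vehicle for no effect and no enzyme for full effect; nearly all actives have a fitted effect of over 35% in size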
Pol beta inh: DNA polymerase beta (human) inhibition. Pol beta primer extension/strand displacement, fluorescence kinetic. Potency, µM (titrated, usually from 114 µM), for inactives: top-dose activity change, negative = inhibition, usual class: inhibitors. 340,000 compounds, 1.3% hits; note: % is set by controls: 0 for no effect and ±100 for the full control effect
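Preincubation: enzyme (10 nM) with compound, 15 min, RT. Reaction: substrate added to 50 nM final. Reads: 0 and 10 min. Analysis: normalized, Hill fit.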
G9a block: blocks human histone lysine methyltransferase G9a; Potency, µM (top dose mostly 102 µM), for the others: at the top dose activity, negative = inhibition, hits mostly inhibitors; 350,000 compounds, 8.8% hits; G9a H3K9 monomethylation, AlphaScreen, 2 h; note: % is set by controls: 0 for no effect and ±100 for the full control effect; nearly all actives have a fitted effect of over 75% in size
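Compounds were preincubated with 20 nM G9a for 15 min, after which biotinylated H3K9 peptide (500 nM) and SAM (20 uM) started a 2 h room-temperature reaction. Monomethylated product was quantified by antibody-based AlphaScreen chemiluminescence.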
BAZ2B inh: BAZ2B (human) inhibition. Q9UIF8. 360,000 compounds, 4.4% hits. AlphaScreen BAZ2B-H3K14Ac peptide displacement. Potency, µM (series often up to 114 µM), for the others: top-dose activity change, negative = inhibition, hits mostly inhibitors; note: % is set by controls: 0 for no effect and ±100 for the full control effect; nearly all actives have a fitted effect of over 60% in size
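AlphaScreen displacement of biotin-H3(5-23)K14Ac peptide (50 nM final) from BAZ2B (50 nM final) in PBS pH 7.4, 0.01% Tween-20; complex preformed 30 min RT, then compounds (top 110 uM) 30 min RT, beads 20 min dark.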
* hit, by the source's call; u = inconclusive; x = not tested or not shown; & = joins results of further samples; [ ] = another dose, or the depositor's remark. Calls come from the whole dose curve; as a rule, active = well fitted curve in the direction sought with a large enough effect; inconclusive = small, poorly fitted or top-dose-only effect, or another doubt; inactive = no such curve, though single readings can be large; an effect the other way counts as inactive or inconclusive. Potency is the fitted concentration of half-maximal effect. Not all compounds are listed (hit frequency here may not be typical).

SMILES | Pol eta inh | POLK inh | POLI inh | Anesthetic bind | APE1 inh | BLM inh | Pol beta inh | G9a block | BAZ2B inh
C/C(=N\N1CCN(C2c3ccccc3-c3ccccc32)CC1)c1ccncc1 | -15% | -13% | -1% | -8% | -4% | -1% | 13% | 24%[0.501 µM] | u
Cn1cc(/C=C2\SC(=O)N(c3ccccc3)C2=O)c2ccccc21 | -6% | -8% | 171%[activator] | 0% | 16% | 4% | -1% | 8% | 10%
Cc1cc(C)nc(NS(=O)(=O)c2ccc(NC(=O)c3cc(-c4ccccc4)nc4ccccc34)cc2)n1 | u | -13% | 137%[activator] | -17% | u | -15% | -17% | u | -34%
COc1ccc(OC)c(NC(=O)CN(C)S(=O)(=O)c2ccc3[nH]c4c(c3c2)CCCC4)c1 | -23% | -6% | 6% | 36%[activator] | x | -9% | u | 13µM* | u
COc1cccc(-c2nc(NCc3ccccc3)c3ccccc3n2)c1O | -13% | -11% | u | -18% | 54%[activator] | -5% | -14% | -33% | -18%
CCOC(=O)c1c(NC(=O)CN2CCN(C(=O)c3ccco3)CC2)sc(C)c1C | -19% | -6% | 19% | -3% | 23% | -4% | -1% | 12% | -25%
CCn1c(=O)cc(O)c2ccccc21 | -13% | -1% | -2% | -1% | 0% | -12% | 1% | -9% | 9%
CCOc1ccc(S(=O)(=O)N2CCC(C(=O)NCc3ccco3)CC2)cc1 | -9% | -13% | 4% | -7% | -10% | -2% | 41% | x | -22%
O=C(Nc1ccccc1Cl)c1cc2c(-c3ccccc3)nn(-c3ccccc3)c2s1 | -21% | 3% | 27% | 3% | x | -3% | 13% | 13%[59 µM] | 1%
CCOc1ccc(C(=O)Nc2cccc(-c3ccc(N4CCOCC4)nn3)c2)cc1OCC | -9% | -10% | 48%[activator] | x | 16% | x | x | 45µM* | -5%
Cc1cc2oc(=O)cc(-c3ccccc3)c2c(C)c1-c1cccc(N)c1 | x | -13% | x | -13%[110 µM] | -8% | -4%[75.6 µM] | x | -3% | x
CCOc1cccc(C2NC(=S)NC(C)=C2C(=O)Nc2ccccc2)c1 (configuration not stated) | -9% | -8% | 2% | -13% | 3% | 1% | 16% | 15%[59 µM] | -31%
COc1cc(/C=C\C(=O)NCc2ccc3[nH]c(C)cc3c2)cc(OC)c1OC | -12% | 5% | -11% | 1% | 7% | -5% | -1% | u | u
Cc1ccc(S(=O)(=O)NN=C2C3CC4CC(C3)CC2C4)cc1 | -11% | -2% | 16% | x | -21% | x | x | u | -6%
O=C(CSc1nnc(-c2ccccc2)c(-c2ccccc2)n1)NCC1CCCO1 (configuration not stated) | -14% | 3% | -5% | x | 18% | x | x | x | x
CCCCCCc1c(O)nc(SCCN(C)C)[nH]c1=O | -11% | 9% | u | -3% | 4% | 1% | 0% | -19% | -15%
S=C(NCC1COc2ccccc2O1)Nc1ccccc1 (configuration not stated) | 3% | -15% | 107%[activator] | -18% | 5% | 2% | -7% | 24% | -22%
COc1cc(/C=N/NC(=O)c2ccc(CSc3nc4ccccc4[nH]3)cc2)cc(OC)c1OC | u | u | u | -21% | 2% | -13% | 10µM* | u | -28%
CCc1ccc2oc(C(=O)N3CCN(c4ccccc4OC)CC3)cc(=O)c2c1 | -11% | 0% | 116%[activator] | -4% | -16% | -5% | 0% | 21%[0.501 µM] | -14%
Cc1ccc(S(=O)(=O)N2CC(C(=O)O)=CC[C@H]2c2ccc(Cl)cc2)cc1 | -4% | 9% | 27% | x | 16% | x | x | -14%[2.33 µM] | 12%
CC(Oc1cccc(Cl)c1)C(=O)Nc1cc(=O)n(C)c(=O)n1C (configuration not stated) | -14% | -23% | -2% | -10% | 7% | -3% | -15% | -23%[12.7 µM] | 2%
Nc1nnc(-c2ccc(Cl)c([N+](=O)[O-])c2)s1 | -5% | 15% | -4% | u | -1% | -1% | 4% | 45µM* | -20%
CCOc1ccc(C(=S)NC2CCCCC2)cc1 | -2% | -2% | u | -22% | -2% | 0% | 3% | 10µM* | -20%
CC(C)N(Cc1ccccc1)C(=O)CN1C(=O)NC2(CCCCCC2)C1=O | -5% | -16% | 11% | x | -3% | x | x | 28%[12.7 µM] | 8%
CCN1CCN(C(=O)c2ccc3c(c2)N(Cc2ccccc2)C(=O)c2ccccc2S3=O)CC1 (configuration not stated) | -19%&1% | 6%&-17% | 6%&-11% | -16%&13% | 1% | 2%&-3% | 32%&0% | -36%[59 µM] | 11%&-37%
CC(NCC(O)COCc1ccc(Cl)cc1)c1ccccc1 (configuration not stated) | -20% | -6% | 34%[activator] | -12% | -4% | 2% | 0% | -9%[59 µM] | -1%
O=C1NCC(O)=C1C=NCCCO | -1% | -4% | -5% | 2% | 2% | -2% | 9% | -32% | -2%
CCOC(=O)C1=CNS(=O)(=O)NC1c1ccc(OC(C)=O)cc1 (configuration not stated) | -1% | -19% | -4% | x | 2% | x | x | x | x
Cc1cc(NC(=O)CCC(=O)N(Cc2ccco2)C2(C(=O)NC3CCCCC3)CCCC(C)C2)no1 (configuration not stated) | -13% | 2% | 130%[activator] | -22% | -4%[12.4 µM] | -2% | 44% | 8%[59 µM] | -13%
COc1ccc(-c2cc(C(=O)Nc3c(C(=O)c4ccc(C)c(F)c4)oc4ccccc34)no2)cc1 | -12% | -4% | 0% | -3% | x | -1% | -1% | 1%[59 µM] | 4%
CCCCCn1c(=O)[nH]c2cc(C(=O)NCCCN(CC)CC)ccc2c1=O | 3% | -8% | 12% | -13% | -5% | -9% | 18% | -10%[2.33 µM] | 8%
Cc1[nH]c2ccc(C(=O)N3CCN(Cc4ccccc4)CC3)cc2c1C | -18% | -3% | 14% | -1% | 18% | -4% | 1% | u | u
C[C@H]1CN([C@@H](C)CO)C(=O)Cc2cc(NC(=O)CCC(F)(F)F)ccc2O[C@H]1CN(C)C(=O)Nc1ccc(F)cc1 | -10% | 4% | 20% | x | 2% | x | x | x | x
Nc1ccn(-c2ccc(Cl)cc2)c(=O)c1 | -11% | -8% | 10% | -9% | 3% | -2% | 9% | 0% | 5%
O=C(COC(=O)CCN1C(=O)c2ccccc2C1=O)Nc1ccc(S(=O)(=O)N2CCCC2)cc1 | 7% | 1% | 0% | u | 1% | 0% | 12% | -29%[59 µM] | -1%
O=C(Nc1ccc(F)cc1)c1ccccc1S(=O)(=O)c1ccccc1[N+](=O)[O-] | -14% | -4% | 20% | -2% | 2% | -2% | -1% | 0%[59 µM] | -4%
COc1ccc(/C=N/NC(=O)c2ccn[nH]2)cc1CSc1ccccn1 | -1% | -4% | 23% | -21% | 42%[activator] | 3% | -23% | 10% | -27%
O=C(CSc1nnc2ccccn12)Nc1cccc(S(=O)(=O)N2CCOCC2)c1 | -10% | 1% | 46%[activator] | -3% | 10% | 6% | 20% | u | 14%
CCOC(=O)CSc1nc2ccsc2c(=O)[nH]1 | -18% | -6% | 45%[activator] | -7% | -2% | -2% | 27% | -2% | 4%
Cc1ccc(N(C)C(=O)CCNC(=O)Cn2cnc3ccccc3c2=O)cc1C | -6% | 6% | 28% | 3% | 8% | 0% | 11% | -6% | -10%

Pulled one by one from above, three records:
SMILES | Pol eta inh | POLK inh | POLI inh | Anesthetic bind | APE1 inh | BLM inh | Pol beta inh | G9a block | BAZ2B inh
Cc1[nH]c2ccc(C(=O)N3CCN(Cc4ccccc4)CC3)cc2c1C | -18% | -3% | 14% | -1% | 18% | -4% | 1% | u | u
O=C(Nc1ccc(F)cc1)c1ccccc1S(=O)(=O)c1ccccc1[N+](=O)[O-] | -14% | -4% | 20% | -2% | 2% | -2% | -1% | 0%[59 µM] | -4%
CCOC(=O)CSc1nc2ccsc2c(=O)[nH]1 | -18% | -6% | 45%[activator] | -7% | -2% | -2% | 27% | -2% | 4%

(list continues)
SMILES | Pol eta inh | POLK inh | POLI inh | Anesthetic bind | APE1 inh | BLM inh | Pol beta inh | G9a block | BAZ2B inh
COc1cc2c(c(OC)c1OC)-c1c(cc(OC)c(OC)c1OC)C[C@](C)(O)[C@@H](C)C2 | -15% | -2% | 27% | -7% | 2% | -2% | -2% | 20%[59 µM] | 0%
COCCCNC(=S)N/N=C/c1ccc(N(C)C)cc1Cl | -7% | -5% | 58%[activator] | 89%[activator] | 3% | -4% | -3% | 8% | -3%
CN1C(=O)/C(=C/c2cn(CC(=O)N3CCCCC3)c3ccccc23)NC1=S | -27% | 0% | 27% | -15% | 33%[activator] | -7% | -3% | 40µM* | -27%
Cc1nc(CC(=O)Nc2ccc(C)c(C)c2)cs1 | -3% | -13% | 10% | -23% | x | -2% | -2% | 3%[59 µM] | -8%
CCOc1ccccc1C(=O)Nc1ccc(S(=O)(=O)N2CCOCC2)cc1 | -7% | -15% | 9% | -21% | -2% | -1% | 18% | 25%[2.33 µM] | 2%
COc1ccc(NC2=CC(=S)NC(C)(C)C2)cc1 | -10% | -7% | -17% | -11% | 3% | -2% | 32%[activator] | u | -25%
Cc1ccc(S(=O)(=O)N2CCN(Cc3cc(=O)n4ccccc4n3)CC2)c(C)c1 | -8% | 10% | 24% | x | 47%[activator] | x | x | -4%[12.7 µM] | -19%
COc1cc2[nH]c(=S)n(Cc3cccs3)c(=O)c2cc1OC | -15% | -18% | 118%[activator] | -1% | -11% | -4% | -2% | 11% | -10%
COc1ccc(C2/C=C\CN(C(=O)OCc3ccccc3)CC(=O)N2Cc2ccc(F)cc2)cc1 (configuration not stated) | -11% | -32%&1% | 63%&2%[activator] | 95%&-3%[activator] | -3%&-4% | -10%&-6% | -29% | 3%[59 µM] | -12%
COc1ccc(-c2c(NC(C)=O)n(C)c3ccccc3c2=O)cc1 | -10% | 3% | -5% | -4% | 0% | 0% | 0% | u | -3%
COc1ccc(CCNC(=O)Cn2cc(C(=O)c3ccc(Cl)cc3)c(=O)c3ccc(C)nc32)cc1OC | -21% | 1% | -11% | 18% | x | -4% | u | -5%[59 µM] | 48%[activator][57.1 µM]
CCCCOP(=O)(OCCCC)C(O)c1ccc(N(C)C)cc1 (configuration not stated) | -11% | 8% | 34%[activator] | -9% | 8% | -3% | 2% | 7%[59 µM] | u

High-throughput results as filed in PubChem BioAssay.
